Compound activity deposited in PubChem by several laboratories.
Keap1-Nrf2 PPI – inhibitors of human Keap1-Nrf2 protein-protein interaction. Q14145. Keap1 Kelch-Nrf2 peptide fluorescence polarization, 1536-well. inhibition, % at 9.4 µM. actives 0.15% (n = 340,000). AID 504523; in the data active means inhibition above about 12%;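 further: human Keap1 Kelch domain with fluorescein labeled Nrf2 9mer peptide probe; 0% = neutral control wells and 100% = peptide positive control; higher means more block of Keap1 binding to Nrf2 peptide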
CAL PDZ FP-1 – inhibitors of human CAL PDZ peptide binding | actives 0.92% (n = 300,000) | inhibition, % at 24.9 µM | purified CAL PDZ, TMR-peptide fluorescence polarization, 1 h | AID 602252;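 active means mean inhibition of at least 30% with at least half of replicates also reaching 30%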;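 further: 0% = DMSO neutral control and 100% = excess unlabeled competitor peptide PRC23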
PKA-R2B act – activates the human PKA-R2B holoenzyme complex; P22694+P31323; PKA-R2B holoenzyme dissociation, Cy5-IP20 fluorescence polarization; R2B truncated from residue 108, S112A mutant; 0% DMSO only, 100% 113 µM cGMP; activation, % at 11.4 µM; actives 0.079% (n = 340,000); AID 504700;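 active means activation above a cutoff set at the mean over all compounds plus 3 SD, cut at about 18% in these data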;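 further: higher means more holoenzyme dissociation and a rise in polarization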
Target sequence (P31323 whole entry, looked up, other chains not shown, the tested form may be a part): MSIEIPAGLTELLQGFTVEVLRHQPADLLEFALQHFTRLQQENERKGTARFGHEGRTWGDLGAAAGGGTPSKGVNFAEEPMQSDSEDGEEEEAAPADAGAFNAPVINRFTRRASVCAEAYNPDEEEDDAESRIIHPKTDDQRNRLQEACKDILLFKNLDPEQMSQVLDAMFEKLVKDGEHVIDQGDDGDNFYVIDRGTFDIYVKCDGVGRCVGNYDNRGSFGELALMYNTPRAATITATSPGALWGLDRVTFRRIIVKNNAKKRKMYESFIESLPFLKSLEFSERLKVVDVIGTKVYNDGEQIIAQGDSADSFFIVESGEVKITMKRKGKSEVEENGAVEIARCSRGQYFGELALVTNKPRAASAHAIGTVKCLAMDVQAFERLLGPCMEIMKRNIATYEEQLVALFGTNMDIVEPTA
cardiac RTF act – cardiac RTF calcium sensitization; IANBD-labeled TnC RTF fluorescence at EC20 calcium; 0% EC20 calcium, 100% full calcium; P19429+P45379; actives 0.24% (n = 340,000); activation, % at 7.2 µM; AID 493008;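 active means activation above the mean over all tested compounds plus 3 SD, cut at about 30% in these data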;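 further: rise in fluorescence read as greater calcium sensitivity of cardiac thin filaments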
DAGLB inhibitor – blocks human DAGLB lipase activity; inhibition, % at 5.17 µM; AID 504411; Q8NCG7; HEK293T DAGLB membrane lysate, EnzChek fluorogenic substrate; actives 0.059% (n = 340,000); in the data active means inhibition above about 34%;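 further: 0% = enzyme with vehicle and 100% = wells lacking enzyme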
Target sequence (Q8NCG7 whole entry, looked up): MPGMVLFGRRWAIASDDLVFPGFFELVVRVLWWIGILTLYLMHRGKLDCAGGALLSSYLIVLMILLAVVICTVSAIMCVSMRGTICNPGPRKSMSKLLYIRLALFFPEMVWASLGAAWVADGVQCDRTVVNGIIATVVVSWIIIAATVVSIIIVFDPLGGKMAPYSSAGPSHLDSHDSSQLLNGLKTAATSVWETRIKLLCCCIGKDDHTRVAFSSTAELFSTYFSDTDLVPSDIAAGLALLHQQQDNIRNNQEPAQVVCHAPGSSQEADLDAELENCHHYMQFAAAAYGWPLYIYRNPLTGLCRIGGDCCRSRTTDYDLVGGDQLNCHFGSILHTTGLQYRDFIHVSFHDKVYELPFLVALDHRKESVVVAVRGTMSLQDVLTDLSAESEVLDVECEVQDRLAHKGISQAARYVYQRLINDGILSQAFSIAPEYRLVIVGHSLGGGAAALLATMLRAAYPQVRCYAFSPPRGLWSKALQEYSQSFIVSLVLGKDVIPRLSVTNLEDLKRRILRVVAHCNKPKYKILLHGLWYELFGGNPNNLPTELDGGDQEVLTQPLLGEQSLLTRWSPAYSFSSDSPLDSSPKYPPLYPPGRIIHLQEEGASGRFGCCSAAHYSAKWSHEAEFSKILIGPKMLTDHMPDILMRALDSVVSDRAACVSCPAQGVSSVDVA
CAL PDZ FP-2 – blocks peptide binding to human CAL PDZ domain | Q9HD26 | purified CAL PDZ, TMR-peptide fluorescence polarization, 1 h | inhibition, % at 20 µM | actives 0.02% (n = 330,000) | AID 504414;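 active means highest replicate inhibition of at least 40%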;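 further: plate controls were DMSO neutral control wells for no effect and unlabeled competitor peptide control wells for full effect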
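material = purified tagged CAL PDZ domain construct (CerCALP) | compound dosing = 20 µM, one dose | times = 1 h at RT | measured by = fluorescence polarization from S- and P-plane intensities, G-factor corrected | read-out = inhibition from polarization loss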
Rtt109 Vps75 – C. albicans Rtt109 histone acetyltransferase inhibition; purified Rtt109/Vps75, ThioGlo CoA-SH fluorescence, 4 h; inhibition, % at 34.9 µM; actives 0.16% (n = 330,000); AID 540336;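 active means inhibition of at least 50% in every replicate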
C-LANA FP – inhibitors of KSHV LANA C-terminal domain DNA binding; inhibition, % at 9 µM; MBP-C-LANA/FAM-LBS DNA binding, fluorescence polarization; actives 0.078% (n = 340,000);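 active means highest replicate inhibition at or above 60% at 9 µM, even if other replicates fall short; inactive means all replicates below 60% inhibition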;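 further: 0% = neutral control wells and 100% = 4 µM acridine orange control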
SR-BI uptake up – enhances SR-BI lipid uptake from DiI-HDL. AID 504775. activation, % at 12.5 µM. CHO ldlA[mSR-BI] cells, DiI-HDL uptake fluorescence, 3 h; 100 = double the neutral-control signal. actives 0.096% (n = 320,000);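 active means mean replicate activation of at least 60% and every replicate at or above 60%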;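 further: 0% = median plate neutral-control signal and 100% = twice that signal; values of inactives mirror those of a sister screen read the other way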
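Material – SR-BI-overexpressing, LDLR-lacking CHO cells · Medium – BSA-supplemented, HEPES-buffered Ham's F12, pH 7.4 · Doses – single concentration · Times – compound with DiI-HDL co-incubation, 3 h at 37 °C · Measured by – bottom-read fluorescence, 550/595 nm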
Cardiac RTF inh – cardiac RTF calcium desensitization | P19429+P45379 | IANBD-labeled cardiac RTF, Ca2+ fluorescence | inhibition, % at 7.15 µM | actives 0.12% (n = 340,000);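 active means inhibition above the mean inhibition of all tested compounds plus 3 SD, cut at about 17% in these data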;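 further: assay run at fixed EC70 calcium of 1.6 mM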
An asterisk follows results filed as active; · = not tested or not shown; & = joins results of further samples.

molecule,CAL PDZ FP-2,SR-BI uptake up,DAGLB inhibitor,Cardiac RTF inh,PKA-R2B act,CAL PDZ FP-1,cardiac RTF act,Rtt109 Vps75,Keap1-Nrf2 PPI,C-LANA FP
CN(Cc1ccccc1)C(=O)c1cccc(NC(=O)Cc2ccc(NC(=O)C3CCN(C(=O)C4CCCCC4)CC3)cc2)c1,-1.4,-27.0,1.2,-2.6,6.0,-1.4,-1.0,5.6,-1.4,1.8
O=C(NC1CC1)c1cccc(NC(=O)C2CC2)c1,-1.1,-10.9,-1.3,-1.9,-8.7,-3.8,-3.5,-11.2,-4.4,-0.7
COc1ccc(/C=N/S(=O)(=O)c2ccccc2)cc1OC,0.0,11.6,-1.3,-5.2,-8.1,-4.0,-2.0,-0.2,-0.2,0.6
Cc1sc(NC(=O)C2CCCCC2C(=O)O)c(C(N)=O)c1-c1ccccc1 (stereo not drawn),-0.2,55.9,1.3,-1.4,5.0,5.0,12.0,-1.8,0.2,-0.9
Cc1nnc(N(C)C(=O)c2ccccn2)s1,-0.8,40.5,-1.1,-10.7,4.6,-1.2,8.2,4.1,-0.3,-1.2
CC1CCN(C(=O)Nc2ccc3nsnc3c2)CC1,-2.9,0.4,-1.1,7.3,1.9,-1.3,-1.1,-16.7,-2.9,-1.6
COc1ccc(C(=O)Nc2c3c(nn2C(C)(C)C)CS(=O)(=O)C3)cc1OC,-2.1,3.4,2.1,-7.0,1.8,-2.1,1.9,-22.9,-5.6,-0.8
COc1ccc(OC)c(NC(=O)c2sc3nc(C)cc(C)c3c2N)c1,0.9,-26.7,-2.6,6.0,-3.7,0.4,3.2,-6.4,-3.6,0.5
CCOC(=O)c1ccc(NC(=O)CN2CCN(CCN=CC3=C(O)CC(C)(C)CC3=O)CC2)cc1,0.2,-3.3,-2.2,7.1,-2.4,-2.1,-3.1,5.8,-3.8,1.1
CCN(CC)S(=O)(=O)c1ccc(N2CCOCC2)c(NS(=O)(=O)c2cc(C(C)(C)C)ccc2C)c1,-0.1,-3.4,-4.8,-6.8,-9.7,-2.6,8.7,-3.5,-10.1,-1.0

Later entries
molecule,CAL PDZ FP-2,SR-BI uptake up,DAGLB inhibitor,Cardiac RTF inh,PKA-R2B act,CAL PDZ FP-1,cardiac RTF act,Rtt109 Vps75,Keap1-Nrf2 PPI,C-LANA FP
Cc1nc2cc(N3CCCCC3)c(NC(=O)c3ccncc3)cc2c(=O)n1Cc1ccccc1,0.5,-18.9,0.9,-7.4,-6.8,·,-3.6,-0.9,-1.9,-0.5
CC(=O)Nc1ccc(NC(=O)C2CCN(C(=O)c3cccs3)CC2)cc1,-1.2,27.4,1.6,2.6,-7.9,-1.0,-0.5,-10.5,-2.6,2.0
Cc1ccc2cc(/C=N/NC(=O)c3ccccc3O)c(Cl)nc2c1,-1.5,2.4,-2.5,1.3,-8.7,-0.1,-3.2,-1.9,-2.5,0.1
CCN(C(=O)c1cc2ccccc2oc1=O)c1ccccc1,-0.2,-6.3,-0.8,8.6,-4.6,-4.1,20.1,-4.0,-5.8,-1.2
COC(=O)NCC(c1cccnc1)N1CCN(c2ccccc2OC)CC1 (stereo not drawn),-0.4,-4.5,1.0,-2.1,6.0,-1.5,-4.1,4.2,-4.2,0.0
COc1ccccc1N(CC(=O)NCCc1ccccc1)C(=O)CCC(=O)Nc1cc(C)ccn1,-0.9,·,-1.2,-5.6,4.5,·,-7.4,-4.4,3.1,-0.9
Cc1ccc(S(=O)(=O)N(C)CCCC(=O)Nc2cccc3ccccc23)cc1,-2.3,-30.1,0.1,-0.6,5.7,-1.9,-4.2,4.9,-5.2,0.7
O=C(CCc1nc2ccccc2s1)OCC(=O)N1CCN(C(=O)c2ccco2)CC1,-1.3,25.6,2.2,4.0,-11.8,2.7,-9.0,0.4,1.8,1.7
CN1C/C(=C\c2ccc(N3CCOCC3)cc2)C(=O)/C(=C/c2ccc(N3CCOCC3)cc2)C1,0.1,52.7,0.9,-9.7,5.2,-2.8,15.5,4.0,-7.0,3.2
CCNC(=S)N/N=C/c1ccc(C#N)cc1,-1.3,-7.6,0.5,-7.9,-8.0,5.7,6.6,-1.9,-3.8,-0.2

More structures
molecule,CAL PDZ FP-2,SR-BI uptake up,DAGLB inhibitor,Cardiac RTF inh,PKA-R2B act,CAL PDZ FP-1,cardiac RTF act,Rtt109 Vps75,Keap1-Nrf2 PPI,C-LANA FP
COC(=O)CCN1CCC2CC1c1cc(-c3cccc(C)c3)ccc12 (stereo not drawn),1.5,-37.9,-1.9,-2.2,-0.1,0.5,-7.6,-7.7,-5.3,-0.2
CC(C)c1ccc(OCC(=O)NC2CCCC2)cc1,-1.1,2.0,-2.3,3.0,-6.2,·,-3.6,-6.9,-0.8,-1.8
CC(C)(C)C(=O)CC1(O)C(=O)N(Cc2ccccc2)c2ccccc21 (stereo not drawn),-2.3,25.1,-4.7,-7.3,8.8,-1.5,8.7,5.6,-5.6,2.8
C=CCc1ccc(OCCCCCN2CCOCC2)c(OC)c1,·,-4.3,-1.0,-2.0,4.2,10.9,-4.3,-13.4,0.6,-2.4
COc1ccc(NS(=O)(=O)c2cc(NC(=O)c3ccc(=O)[nH]n3)ccc2N2CCOCC2)cc1,-3.5,12.6,2.1,-9.6,-3.4,-7.1,-5.0,11.2,1.3,1.3
O=C(Cn1nnc(-c2ccncc2)n1)Nc1ccc2c(c1)CCC2,-0.2,2.4,1.3,1.9,-1.6,0.7,-10.5,-3.9,1.8,-3.0
CC(C)OCCCNS(=O)(=O)c1ccc2c(c1)OCCO2,-0.7,-19.4,1.0,-1.8,-2.1,-1.2,2.1,-14.6,-0.4,0.9
CC1=C(C(=O)OCc2ccc(C)cc2)C(c2ccc(O)c([N+](=O)[O-])c2)NC(=O)N1 (stereo not drawn),-3.3,25.5,4.8,-23.6,-9.8,-2.9,-5.7,·,-4.3,-1.1
Cc1cccc(C(=O)Nc2ccc(S(=O)(=O)N3CCOCC3)cc2C)c1,-9.1,9.0,-3.1,-4.7,9.4,-1.7,3.0,-0.7,-6.8,-1.0
Cc1cccc(NC(=O)c2ccc(Cl)c(S(=O)(=O)N3CCCCC3)c2)n1,-3.6,-27.1,-0.6,-13.6,2.3,6.2,-1.1,2.7,1.8,0.2

Profiles, quoted from the list:
COC(=O)CCN1CCC2CC1c1cc(-c3cccc(C)c3)ccc12 (stereo not drawn) across the screens: CAL PDZ FP-2: 1.5; SR-BI uptake up: -37.9; DAGLB inhibitor: -1.9; Cardiac RTF inh: -2.2; PKA-R2B act: -0.1; CAL PDZ FP-1: 0.5; cardiac RTF act: -7.6; Rtt109 Vps75: -7.7; Keap1-Nrf2 PPI: -5.3; C-LANA FP: -0.2
CC(C)(C)C(=O)CC1(O)C(=O)N(Cc2ccccc2)c2ccccc21 (stereo not drawn) across the screens: CAL PDZ FP-2: -2.3; SR-BI uptake up: 25.1; DAGLB inhibitor: -4.7; Cardiac RTF inh: -7.3; PKA-R2B act: 8.8; CAL PDZ FP-1: -1.5; cardiac RTF act: 8.7; Rtt109 Vps75: 5.6; Keap1-Nrf2 PPI: -5.6; C-LANA FP: 2.8

Next results follow:
molecule,CAL PDZ FP-2,SR-BI uptake up,DAGLB inhibitor,Cardiac RTF inh,PKA-R2B act,CAL PDZ FP-1,cardiac RTF act,Rtt109 Vps75,Keap1-Nrf2 PPI,C-LANA FP
COc1ccc(CN2CCN(Cc3cc4ccccc4o3)CC2CCO)c(F)c1 (stereo not drawn),9.9,3.1,-0.3,-4.1,-1.8,11.9,2.6,11.9,-5.4,-1.2
COc1ccc(CNC(=O)[C@H](Cc2ccccc2)NC(=O)C2CCNCC2)cc1,-0.8,0.6,-2.1,-6.3,-3.4,1.8,0.8,9.2,-4.9,1.2
COc1ccc2[nH]c3c(c2c1)CC(C)NC3=O (stereo not drawn),-0.5,-10.4,0.6,0.0,-3.0,-3.4,-3.2,4.8,1.0,-0.2
CC1(C)Cc2ccccc2C(=NC(Cc2c[nH]c3ccccc23)C(=O)O)N1 (stereo not drawn),-0.6,-0.7,3.0,-4.5,-3.2,-2.8,0.4,-12.6,1.6,-1.2
CSCC(=O)N1CCCC(CNC(=O)c2ccccc2Cl)C1 (stereo not drawn),-0.5,9.1,1.9,-2.0,-3.7,-0.2,6.7,2.2,-5.6,0.4
CCN=C1SC(CC(=O)Nc2ccccc2)C(=O)N1CC (stereo not drawn),0.8&0.0,-21.9&-24.5,-1.3&-22.1,0.8&0.2,2.8&8.7,-1.7&13.5,2.2&2.4,0.8&6.7,-1.7&0.1,0.8&0.6
CCOc1ccccc1NC(=O)c1ccccc1NC(=O)c1ccco1,-0.6,-68.4,-15.6,-15.3,-9.5,-5.9,-2.2,-3.4,-2.8,-1.2
CC(C)C(NC(=O)c1ccc(Cl)cc1)C(=O)NCC1CCCO1 (stereo not drawn),-2.1,·,-1.3,-14.1,-2.5,-2.4,0.7,-5.1,-1.7,-0.1
O=C(c1ccc(OC2CCN(CCc3ccccc3)CC2)cc1)N1CCC(CO)CC1,0.8,16.3,0.8,-0.4,4.9,-6.0,-4.9,-5.4,-8.5,-0.2
Nc1ccc(NC(=O)c2cccs2)c(Cl)c1,-2.2,6.6,1.3,0.1,-5.3,-4.1,-3.2,·,-3.8,-0.5

Following part:
molecule,CAL PDZ FP-2,SR-BI uptake up,DAGLB inhibitor,Cardiac RTF inh,PKA-R2B act,CAL PDZ FP-1,cardiac RTF act,Rtt109 Vps75,Keap1-Nrf2 PPI,C-LANA FP
O=S(=O)(NCC(c1ccco1)N1CCN(c2ccc(F)cc2)CC1)c1ccc2c(c1)OCCO2 (stereo not drawn),-1.7,-18.8,-7.6,1.3,-11.8,-2.4,-0.3,5.3,1.9,-0.5
Cc1cccc(S(=O)(=O)C(C#N)c2nc3ccccc3nc2N2CCCC2)c1 (stereo not drawn),-0.5,-10.9,-2.0,-12.8,-2.8,-0.7,6.1,-4.6,1.5,2.1
CC(=Nc1ccccc1O)c1sc2ccccc2c1O,·,·,5.9,-10.3,-0.1,-5.9,6.8,7.9,-10.7,-1.1
O=C(O)C1(Nc2ccccc2Cl)CCCC1,0.8,15.2,-3.0,1.3,2.1,-0.7,8.3,-2.8,-3.2,-0.3
Cc1c(Cl)cccc1NC(=O)c1cc(C2CC2)on1,-0.4,-3.7,-3.4,-14.4,6.3,·,2.0,-8.6,-1.5,0.4
O=C(Cn1nnc(-c2cccc(C(F)(F)F)c2)n1)N1CCOCC1,-1.5,35.2,-0.4,-2.0,-6.5,·,4.3,2.5,3.1,1.1

Not a hit list (roughly 1.6% active in at least one column).
